bIAP inh: bovine intestinal alkaline phosphatase inhibitors, primary screen, selectivity assay for TNAP inhibitor project, biochemical, bovine IAP, CDP-star luminescence; alkaline phosphatase, intestinal [Bos taurus]; purified bovine IAP, 30 min; inhibition, % at 20 µM; 190,000 tested, under 10 active; AID 1019, 2008;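 active = over 50% inhibition of intestinal alkaline phosphatase at 20 µM in the single-dose screen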
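Assay system – bovine IAP enzyme · Quantity – bovine IAP at 1/65,000,000 final dilution · Detection – CDP-star luminescence signal · Times – 30 min reaction at room temperature · Also added – CDP-star substrate at 30 µM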
Lmaj promast: Leishmania major promastigote growth inhibition, primary screen. inhibition, % at 10 µM. actives 9% (n = 200,000). Leishmania major promastigotes, resazurin fluorescence viability; in the data active = inhibition above about 50%;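 also: promastigotes grown with compound for 44 hours at 28 °C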
ROMK mod: ROMK potassium channel modulators, primary screen, cell-based, thallium flux, MLSMR library. Tet-inducible ROMK, thallium flux fluorescence; actives lie on both sides. B-score at 10 µM. actives 2% (n = 130,000). AID 1918, 2009;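 active = signal ratio slope over the read window, or its plate-corrected B-score, at least 3 SD from the plate mean, either direction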;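 also: B-score of the F/F0 ratio slope over 7 to 12 s after thallium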
Target sequence (P48048 whole entry, looked up): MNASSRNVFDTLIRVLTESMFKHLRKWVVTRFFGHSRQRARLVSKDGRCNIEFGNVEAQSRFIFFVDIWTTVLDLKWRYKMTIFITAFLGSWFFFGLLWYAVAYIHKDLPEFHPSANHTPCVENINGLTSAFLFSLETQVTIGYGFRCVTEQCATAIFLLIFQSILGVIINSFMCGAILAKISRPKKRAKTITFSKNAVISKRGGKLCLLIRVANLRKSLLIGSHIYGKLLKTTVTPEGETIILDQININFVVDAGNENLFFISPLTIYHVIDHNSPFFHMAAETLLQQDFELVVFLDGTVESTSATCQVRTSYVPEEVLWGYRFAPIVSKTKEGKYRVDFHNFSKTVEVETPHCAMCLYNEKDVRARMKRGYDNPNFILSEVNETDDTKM
RAM network inh: inhibitors of the yeast RAM network, primary screen, dse1pr::URA3 reporter, 5-FOA selection | S. cerevisiae dse1pr::URA3 reporter, 5-FOA growth OD615, 2 d; analog-sensitive cbk1-as2 kinase mutant strain | AID 868, 2007 | inhibition, % at 50 µM | actives 1.8% (n = 190,000);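 active = inhibition above a set limit, 3 SD over mean compound inhibition, cut at about 8.4% in these data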;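 also: 0% = DMSO-only wells with no growth and 100% = 10 µM 1-NA-PP1 full growth; inhibition rescues growth on 5-FOA so higher OD means more RAM inhibition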
PPARg SRC-2 ag: agonists of PPARg-SRC-2 recruitment, primary screen, biochemical, HTS; Peroxisome proliferator-activated receptor gamma (Homo sapiens), P37231; PPARgamma LBD-SRC-2 recruitment; activation, % at 8 µM; actives 0.34% (n = 200,000); AID 1032, 2008; in the data active = activation above about 22%;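 also: 0% = vehicle and 100% = reference agonist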
Target sequence (P37231 whole entry, looked up, the tested form may be a part): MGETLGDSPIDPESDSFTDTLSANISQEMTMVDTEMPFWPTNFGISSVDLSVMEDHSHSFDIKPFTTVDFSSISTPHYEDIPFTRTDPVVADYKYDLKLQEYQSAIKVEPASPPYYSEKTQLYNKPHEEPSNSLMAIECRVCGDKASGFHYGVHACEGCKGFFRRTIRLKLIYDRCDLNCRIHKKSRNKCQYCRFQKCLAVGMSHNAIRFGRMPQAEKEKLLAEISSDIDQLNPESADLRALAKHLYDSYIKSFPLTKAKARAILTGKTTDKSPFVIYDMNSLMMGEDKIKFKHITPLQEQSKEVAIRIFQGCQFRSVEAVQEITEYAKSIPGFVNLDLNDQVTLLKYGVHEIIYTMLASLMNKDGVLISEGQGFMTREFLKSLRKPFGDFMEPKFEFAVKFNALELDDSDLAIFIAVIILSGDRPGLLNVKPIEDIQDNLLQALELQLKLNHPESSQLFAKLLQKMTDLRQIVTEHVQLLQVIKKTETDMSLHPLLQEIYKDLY
PPARg SRC3 recr: PPARgamma agonists recruiting SRC-3 coactivator, primary screen, biochemical; Peroxisome proliferator-activated receptor gamma (Homo sapiens), P37231; biochemical PPARgamma/SRC-3 coactivator recruitment assay; activation, % at 8 µM; actives 0.26% (n = 200,000); in the data active = activation above about 23%;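 also: 0% = DMSO and 100% = reference agonist; some compounds past the cut are filed as inactive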
PPARg SRC-1 ag: PPARgamma agonists recruiting SRC-1 coactivator, primary screen, biochemical; Peroxisome proliferator-activated receptor gamma (Homo sapiens), P37231; activation, % at 8 µM; AID 631, 2007; actives 0.41% (n = 200,000); PPARgamma-SRC-1 coactivator recruitment biochemical assay; in the data active = activation above about 19%;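 also: 0% = DMSO and 100% = reference agonist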
SRC2 TRFRET art: TR-FRET signal artefacts, primary screen, artefact control for PPARgamma SRC-2 agonist project, biochemical | TR-FRET artefact counter-screen; hits give high values | TR-FRET ratio at 8 µM | actives 0.4% (n = 200,000) | AID 1049, 2008; in the data active = TR-FRET ratio above about 2000; also: inactives centre near 1500
DTT redox prof: compounds producing H2O2 with reducing agent – biochemical, NIH compound library profiling, artefact control for MLSCN library redox annotation, primary screen; DTT-dependent redox cycling H2O2, phenol red/HRP absorbance; 100% = 100 µM peroxide control, 0% = buffer; activation, % at 10 µM; actives 0.03% (n = 200,000); AID 878, 2007;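 active = activation of at least 50% relative to the plate's high and low controls in the primary single-dose screen; inactive = activation below 50%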;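 also: compound incubated with DTT at 0.8 mM final as the reducing agent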
HMGR II inh: inhibitors of E. faecalis class II HMGR, primary screen, biochemical, Enterococcus faecalis. inhibition, % at 10 µM. actives 0.41% (n = 190,000). purified E. faecalis HMGR, NADPH absorbance 340 nm kinetic. AID 1066, 2008;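 active = inhibition above a set limit, the median over all tested compounds plus 3 SD, cut at about 9.5% in these data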;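 also: enzyme runs in reverse so mevalonate oxidation gives rising NADPH absorbance; 0% = complete reaction with DMSO and 100% = background rate lacking mevalonate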
S1P3 antagonist: S1P3 receptor antagonists, primary screen, cell-based; CHO S1P3 NFAT-BLA reporter, FRET fluorescence, antagonist mode; inhibition, % at 4.98 µM; actives 0.27% (n = 170,000); AID 485, 2006;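 active = inhibition above the plate cutoff, the mean inhibition of test wells on that plate plus 3 SD, cut at about 28% in these data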;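 also: cells challenged with S1P at its EC80 of 0.8 µM; blue over green emission ratio from cleaved BLA substrate after 4 h stimulation; 0% = S1P-stimulated wells and 100% = unstimulated DMSO-only wells; some compounds past the cut are filed as inactive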
* marks the source's active call; other numbers are inactive results; . = not tested or not shown.

SMILES | bIAP inh | Lmaj promast | ROMK mod | RAM network inh | PPARg SRC-2 ag | PPARg SRC3 recr | PPARg SRC-1 ag | SRC2 TRFRET art | DTT redox prof | HMGR II inh | S1P3 antagonist
CC(C)(C)C(=O)Nc1ccc(-c2cn3ccsc3n2)cc1 | 4 | -3 | 0.18 | -1.4 | -5 | -6 | -11 | 1435 | -0.5 | 2 | 24
CCCS(=O)(=O)N1CCN(CC2CC=CCC2)CC1 (centres undefined) | 2 | 76* | . | -0.4 | -2 | 7 | 9 | 1410 | 1.8 | -1 | .
O=C(Nc1ccon1)c1cccc(S(=O)(=O)N2CCCCCC2)c1 | 12 | 0 | -0.31 | 1.6 | -3 | -5 | 5 | 1459 | 0.2 | 1 | .
CN(CC(=O)Nc1ccccn1)S(=O)(=O)c1ccc(Cl)cc1 | -17 | -4 | 0.029 | 1.2 | 12 | -6 | 6 | 1632 | 0.6 | 1 | .
O=c1[nH]c(=O)n(Cc2ccco2)c2c1C(C(F)(F)F)(C(F)(F)F)N=C(C1CCCCC1)N2 | 12 | -2 | . | 7.8 | -2 | 7 | 4 | 1419 | 3.3 | 0 | -10
COc1ccc(S(=O)(=O)N2CCCCC2)cc1NC(=O)c1ccc2c(c1)OCO2 | -1 | 78* | 0.45 | 4.6 | -2 | 5 | 5 | 1730 | 0.1 | 1 | 3
O=C(Nc1ccc2c(c1)OCO2)N1CCN(c2ccccc2)CC1 | 0 | 0 | -0.16 | -0.1 | 6 | 5 | -6 | 1761 | 0.0 | -4 | 5
O=C(O)CC(NC(=O)C1CCCCC1)c1ccc(OC2CCCC2)cc1 (centres undefined) | 12 | -6 | -0.015 | 4.6 | -6 | 2 | 1 | 1439 | -0.9 | -2 | 4
CCN1CCN(C(=S)Nc2ccc3nc4n(c(=O)c3c2)CCCCC4)CC1 | 4 | -6 | 0.45 | 1.2 | 3 | 3 | 7 | 1679 | -2.7 | 3 | -16
CCOC(=O)c1csc(NC(=O)CC2CCCC2)n1 | -21 | 3 | 0.46 | 2.6 | 8 | 6 | 10 | 1690 | -0.1 | -8 | 0
CC(C)(C)SCCNC(=O)c1ccccc1 | 9 | -7 | 0.44 | -0.3 | 5 | 3 | 0 | 1501 | -0.2 | -4 | .
Cc1cccnc1NC(=O)c1ccccc1NC(=O)C(C)(C)C | -4 | 2 | 0.24 | 0.5 | 8 | -2 | 0 | 1513 | 0.6 | -2 | .
N/C(=N\OC(=O)c1cc(-c2ccccc2)nc2ccccc12)c1ccc(Cl)cc1 | 7 | 0 | . | 4.1 | -7 | -8 | 0 | 1287 | 2.9 | -7 | .
CC(C)N(Cc1cnn(C)c1)Cc1nc(-c2ccc(Cl)cc2)no1 | -3 | -6 | 0.077 | 0.1 | 2 | 2 | 1 | 1517 | 0.4 | -2 | 0
COc1ccc(Nc2ccc3c(c2)=NC2(CCCCC2)[N+]=3[O-])cc1 | 27 | 101* | -0.42 | 8.9* | 19 | 28* | 24* | 2020* | 3.6 | 1 | .
Cc1cc(C)cc(NC(N)=S)c1 | -36 | -6 | 0.89 | -0.4 | -8 | 1 | 0 | 1405 | 0.4 | 1 | -26
CCCC1(C(=O)OCC)NC(c2cc(OC)c(OC)c(OC)c2)C2C(=O)N(CC)C(=O)C21 (centres undefined) | -8 | 1 | 0.7 | 1.5 | 2 | 2 | -3 | 1696 | -0.1 | -2 | .
O=C(c1cccc(N2C(=O)c3ccccc3C2=O)c1)N1CCCCCC1 | -22 | -7 | -0.28 | -0.5 | -1 | -5 | 1 | 1577 | -0.4 | 0 | -4
COC(=O)c1ccc(NC(=O)CN2CCN(c3ccccc3)CC2)cc1 | 5 | 3 | 0.035 | 1.8 | -6 | 12 | 2 | 1312 | 0.1 | 5 | -1
Cc1oc(-c2cccc(Cl)c2)nc1CN1CCC(C(=O)NCC2CCCO2)CC1 (centres undefined) | -12 | 3 | -0.2 | 1.1 | 0 | -7 | 1 | 1633 | -3.4 | -1 | 0
Cc1ccc(C(=O)NCCCc2ccccc2)c(C)c1 | -4 | 9 | 0.17 | -0.8 | -14 | 0 | 2 | 1381 | 0.8 | -4 | -12
CN1CCN(C(=O)/C(=C/c2cccs2)NC(=O)c2ccco2)CC1 | -7 | -8 | 0.86 | -0.1 | 5 | 4 | 4 | 1543 | -0.9 | 2 | 17
CC1(C)Cc2c(sc3ncnc(N)c23)CO1 | 9 | 4 | 0.063 | 1.2 | -4 | 6 | -4 | 1473 | 2.3 | 2 | -17
O=C(CSc1n[nH]c(C2CCCC2)n1)NC1CCCC1 | 12 | -1 | . | 0.1 | 5 | 4 | 2 | 1490 | -0.8 | 0 | -4
C=CCNC1=C(Cl)C(=O)c2ccccc2C1=O | . | 48 | -0.96 | 2.5 | 1 | -1 | -2 | 1375 | -0.4 | -5 | -31
COc1cccc(-c2ccc(SCc3ccccn3)nn2)c1 | 4 | 4 | -0.86 | -0.8 | 9 | 5 | 9 | 1700 | -0.5 | 4 | 4
Cc1sc2ncnc(NCC(c3ccco3)N3CCCC3)c2c1C (centres undefined) | -6 | 10 | . | 0.4 | -2 | -6 | 9 | 1542 | 1.8 | 2 | .
COc1ccccc1CCNC(=O)c1ccc(C)o1 | 9 | -5 | . | 1.1 | 1 | 3 | 0 | 1719 | -0.8 | -3 | -13
O=C(CC1Oc2ccccc2NC1=O)NCc1ccccc1 (centres undefined) | 3 | -2 | . | 6.0 | -6 | -11 | 7 | 1514 | -0.6 | -9 | 0
COc1cccc(NC(=O)Nc2ccc3nsnc3c2)c1 | 31 | 99* | . | 0.2 | 11 | 8 | 12 | 1792 | 1.8 | -4 | .
O=C(NCCC1=CCCCC1)C(=O)NCC(c1ccco1)N1CCN(c2ccccc2F)CC1 (centres undefined) | 4 | 74* | 0.14 | 3.7 | -3 | 1 | -3 | 1490 | 0.2 | 0 | 10
CN(/C(=N\S(=O)(=O)c1ccccc1)c1ccccc1)c1ccc(O)cc1 | -18 | -6 | -0.012 | 0.9 | 6 | 0 | 8 | 1672 | 0.7 | 3 | -8
CCOC(=O)C(=O)/C(=C\N(C)C)c1onc(-c2c(F)cccc2Cl)c1C(=O)OC | 11 | -6 | . | 0.7 | 3 | 3 | 2 | 1568 | 1.0 | -1 | .
Cc1cc([N+](=O)[O-])nn1CCCC(=O)Nc1cc(Oc2ccc(F)cc2)cc([N+](=O)[O-])c1 | 2 | 5 | -0.22 | 8.9* | -3 | 3 | -8 | 1535 | 0.0 | -4 | -11
c1ccc2c(N3CCCCCC3)nc(-c3ccncc3)nc2c1 | 0 | 87* | -2.8* | -0.2 | -2 | -6 | -5 | 1323 | 0.8 | -1 | .
COc1ccc(C(c2oc(CO)cc(=O)c2O)c2oc(CO)cc(=O)c2O)cc1OC | -15 | -1 | 1.1 | -0.5 | -7 | 6 | 6 | 1693 | 0.4 | 5 | -9
N#C/C=C(/c1ccc(F)cc1)N1CCOCC1 | 2 | 1 | 0.8 | -1.0 | 6 | -1 | 10 | 1697 | -1.6 | -6 | 2
CN(C)S(=O)(=O)c1cccc(-c2nn(-c3ccccc3)cc2/C=C(\C#N)c2nc3ccccc3[nH]2)c1 | 6 | 50 | 0.94 | -0.3 | 8 | -6 | -2 | 1384 | 0.1 | -3 | -17
CCOC(=O)c1nnc(-c2ccc(C)cc2)nc1Sc1cccc(Cl)c1 | 6 | 6 | -0.77 | 3.8 | 8 | -11 | -4 | 1516 | 0.4 | 1 | .
CC(=O)OC[C@H]1O[C@@H](Sc2cccc3cccnc23)[C@H](OC(C)=O)[C@@H](OC(C)=O)[C@@H]1OC(C)=O | 4 | -7 | 0.57 | 0.1 | 4 | 1 | 3 | 1551 | -0.1 | -5 | -1
CCOc1ccccc1C(=O)N[C@H](C(=O)OCc1cc(=O)oc2cc(C)ccc12)C(C)C | 7 | 1 | . | 9.7* | 1 | 4 | -6 | 1684 | 0.9 | 3 | -4
COc1ccc(O)c(C(=O)CC(=O)c2ccccc2)c1 | -1 | 23 | . | 2.5 | 13 | 6 | -6 | 1608 | -0.6 | -4 | 18
Cc1nc(N2CCC(C)CC2)c2nnn(Cc3ccccc3)c2n1 | -6 | 1 | . | 1.0 | 19 | 12 | 6 | 1541 | 0.0 | -9 | .
N#Cc1nc(Cc2cccc3ccccc23)oc1NCc1ccco1 | 22 | 10 | -0.45 | 7.3 | 3 | -8 | -4 | 1410 | 0.1 | -2 | 14
CC(C)(C)[C@H]1C=C(C(N)=O)O[C@@H](OCc2ccc(CO)cc2)C1 | -5 | -8 | . | 0.0 | -7 | 2 | -2 | 1455 | 0.0 | -1 | -4
O=c1oc2ccccc2c(NC(c2ccccc2)c2ccccc2)c1[N+](=O)[O-] | 11 | 1 | -0.48 | 2.1 | -1 | 2 | 1 | 1713 | 0.5 | -3 | 2
Cc1cc2cc(CNC(=O)CCC(=O)O)ccc2[nH]1 | 10 | -2 | . | 1.1 | 4 | -5 | 2 | 1383 | -0.4 | -1 | 8
CN(C)CC(=O)Nc1cc(C(F)(F)F)ccc1Cl | -12 | -1 | -0.28 | -0.6 | -3 | -5 | -6 | 1293 | 0.4 | 3 | -39

Quoted from the listing, two compounds:
SMILES | bIAP inh | Lmaj promast | ROMK mod | RAM network inh | PPARg SRC-2 ag | PPARg SRC3 recr | PPARg SRC-1 ag | SRC2 TRFRET art | DTT redox prof | HMGR II inh | S1P3 antagonist
Cc1cc2cc(CNC(=O)CCC(=O)O)ccc2[nH]1 | 10 | -2 | . | 1.1 | 4 | -5 | 2 | 1383 | -0.4 | -1 | 8
CN(C)CC(=O)Nc1cc(C(F)(F)F)ccc1Cl | -12 | -1 | -0.28 | -0.6 | -3 | -5 | -6 | 1293 | 0.4 | 3 | -39

Carrying on:
SMILES | bIAP inh | Lmaj promast | ROMK mod | RAM network inh | PPARg SRC-2 ag | PPARg SRC3 recr | PPARg SRC-1 ag | SRC2 TRFRET art | DTT redox prof | HMGR II inh | S1P3 antagonist
CCOc1ccccc1/C=N/NC(=O)CNC(=O)COc1ccccc1 | -3 | -2 | 0.12 | 1.0 | -2 | 6 | 4 | 1417 | -1.1 | 0 | 6
CCOC(=O)/C(=C/c1ccc(Cl)cc1)NC(=O)c1ccco1 | 11 | -1 | . | 1.8 | 6 | 3 | 8 | 1676 | -0.1 | 0 | -2
Cc1ccc(/C=C/C(=O)NC(=S)N2CCN(C)CC2)cc1 | -2 | 28 | . | 0.9 | 0 | 0 | -2 | 1687 | -0.8 | 0 | -5
O=C(NCCCN1CCN(c2cccc(Cl)c2)CC1)c1ccc(N2CCCC2=O)cc1 | -11 | 97* | . | 0.8 | 1 | -2 | 2 | 1441 | 0.1 | -2 | .

Random draw from the library; any-hit rate near 13%.
